Ba/F3 V617F tox – loss of viability in JAK2V617F-driven Ba/F3 cells | inhibition, % at 5.6 µM | AID 1446 | Ba/F3 EpoR-JAK2V617F viability, ATP luminescence | actives 1.1% (n = 220,000);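 active means inhibition above the campaign mean plus 3 SD over all tested compounds, cut at about 24% in these data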;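 further: cytokine-independent growth of Ba/F3 cells driven by EpoR plus mutant JAK2; 0% = DMSO-treated cells and 100% = JAK inhibitor I control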
p47phox inh – inhibitors of human p47phox binding. P14598. p47phox/p22phox peptide binding, fluorescence polarization, 2 h. inhibition, % at 24.7 µM. actives 0.53% (n = 220,000);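 active means inhibition above about 30%, limit read from the data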;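 further: 0% = p47phox with labelled peptide and 100% = labelled peptide alone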
S1P4 agonist – agonists of human S1P4 receptor. O95977. S1P4-expressing cell line, agonist reporter assay. actives 0.35% (n = 220,000). activation, % at 4.98 µM; in the data active means activation above about 11%;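 further: 0% = DMSO vehicle and 100% = reference agonist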
Target sequence (O95977 whole entry, looked up): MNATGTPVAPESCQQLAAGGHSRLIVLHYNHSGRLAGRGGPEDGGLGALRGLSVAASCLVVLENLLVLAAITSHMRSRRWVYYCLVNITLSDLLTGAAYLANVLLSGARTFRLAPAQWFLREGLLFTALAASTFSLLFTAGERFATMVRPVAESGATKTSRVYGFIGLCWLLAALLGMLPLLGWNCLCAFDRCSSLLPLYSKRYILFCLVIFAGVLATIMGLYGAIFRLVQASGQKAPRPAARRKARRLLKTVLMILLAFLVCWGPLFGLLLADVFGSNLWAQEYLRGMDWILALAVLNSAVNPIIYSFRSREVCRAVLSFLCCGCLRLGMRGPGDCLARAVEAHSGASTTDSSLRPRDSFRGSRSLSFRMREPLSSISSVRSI
NPY2 pot ag – potentiates or activates human NPY-Y2 receptor; P49146; AID 1359; cells expressing NPY-Y2, potentiator/agonist read-out; activation, % at 3.6 µM; actives 0.45% (n = 220,000); in the data active means activation above about 27%;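 further: cells stimulated with NPY near EC25 plus isoproterenol at EC100; 0% = vehicle plus submaximal agonist and 100% = vehicle plus saturating agonist; some results beyond the cut were filed as inactive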
S1P4 antagonist – human S1P4 receptor antagonism; O95977; S1P4-expressing cells, antagonist mode, reporter read-out; actives 0.26% (n = 220,000); inhibition, % at 4.98 µM; AID 1510; in the data active means inhibition above about 29%;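 further: 0% = wells stimulated with agonist and 100% = vehicle wells without agonist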
CHOP inhibitor – inhibitors of CHOP induction in ER stress response; AID 2732; actives 3.8% (n = 220,000); inhibition, % at 10 µM; CHO-K1 CHOP-promoter luciferase, tunicamycin-induced, 15-18 h;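 active means compounds that reduced the stress-induced luciferase reporter signal by more than about 70% of percent inhibition, limit read from the data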;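 further: 0% = tunicamycin plus vehicle and 100% = wells without tunicamycin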
NPY-Y1 PAM-ag – potentiators or agonists of human neuropeptide Y receptor Y1; activation, % at 3.6 µM; NPY-Y1 expressing cells, potentiator/agonist activation; actives 0.37% (n = 220,000); P25929; in the data active means activation above about 33%, passing the limit was not always enough;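 further: cells stimulated with NPY at EC10 then isoproterenol at EC100; 0% = low agonist plus stimulus and 100% = saturating agonist plus stimulus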
Target sequence (P25929 whole entry, looked up): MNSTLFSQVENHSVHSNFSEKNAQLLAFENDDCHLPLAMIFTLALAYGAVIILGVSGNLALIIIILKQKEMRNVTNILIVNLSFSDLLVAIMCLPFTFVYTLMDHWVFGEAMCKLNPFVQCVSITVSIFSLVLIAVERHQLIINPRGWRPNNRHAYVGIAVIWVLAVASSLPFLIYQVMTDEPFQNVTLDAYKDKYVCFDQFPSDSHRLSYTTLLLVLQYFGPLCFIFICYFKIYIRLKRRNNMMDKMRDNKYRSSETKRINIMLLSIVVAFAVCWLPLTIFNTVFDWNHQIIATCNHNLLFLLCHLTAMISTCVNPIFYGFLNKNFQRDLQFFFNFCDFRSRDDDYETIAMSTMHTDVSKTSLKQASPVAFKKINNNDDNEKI
BaF3 parental – counter-screen for JAK2V617F inhibitors: parental Ba/F3 viability inhibitors. CellTiter-Glo ATP luminescence. inhibition, % at 5.6 µM. actives 1.1% (n = 220,000);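 active means inhibition above a per-campaign cutoff, the mean inhibition of all tested compounds plus 3 SD, cut at about 27% in these data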;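 further: 0% = DMSO wells and 100% = JAK Inhibitor I control wells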
NPY Y1 blocker – antagonists of human neuropeptide Y receptor Y1; P25929; actives 1% (n = 200,000); inhibition, % at 3.6 µM; HEK293-CNG Y1 cells, membrane potential fluorescence; NPY at EC95, then isoproterenol;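 active means inhibition above the campaign mean inhibition of all tested compounds plus 3 SD, cut at about 20% in these data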;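 further: 0% = DMSO wells given NPY plus isoproterenol and 100% = isoproterenol alone without NPY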
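Assay system: HEK293 Y1/CNG channel cell line; Doses: single compound dose of 3.6 µM, 0.4% DMSO; Timing: dye 3 h, compound 60 min room temperature, stimulation 45 min; Technique: Membrane-potential fluorescent dye readout; Measure: % inhibition of NPY effect.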
* = called active by the depositor; / = no result given. Random draw from the library, and some 7.1% of all compounds hit somewhere here.

| smiles | CHOP inhibitor | BaF3 parental | NPY-Y1 PAM-ag | NPY Y1 blocker | Ba/F3 V617F tox | S1P4 antagonist | S1P4 agonist | p47phox inh | NPY2 pot ag |
| --- | --- | --- | --- | --- | --- | --- | --- | --- | --- |
| COc1ccc(NC(=O)COC(=O)CNS(=O)(=O)c2ccc(C)cc2)c(OC)c1 | -7 | 5 | -3 | 2 | 0 | -18 | 0.9 | -10 | -3 |
| CO/N=C/NC(=O)c1cn(-c2ccc(F)cc2)c(=O)c2ccccc12 | -7 | 7 | -21 | 2 | 0 | -8 | -0.7 | -6 | 0 |
| Cc1c(/C=N/NC(=O)c2ccccc2O)c2ccccn2c1C(=O)c1ccc(F)cc1 | 4 | 3 | -12 | -2 | -4 | -11 | -0.9 | -23 | 1 |
| NS(=O)(=O)c1ccc(CCNC(=O)C(=O)NCC2OCCN2C(=O)c2ccc3c(c2)OCO3)cc1 (centres undefined) | 6 | 10 | 0 | 3 | 6 | -17 | 1.2 | / | -7 |
| Cc1csc(NC(=O)CN2CCCCCC2)n1 | -29 | 3 | 4 | 2 | 0 | 9 | 0.7 | 1 | 0 |
| CCOc1ccc(OCCSc2nnnn2C2CCCCC2)cc1 | 80* | 2 | -21 | 19 | -1 | -11 | -2.2 | -11 | -22 |
| Cc1ccc(S(=O)(=O)NCCC(=O)Nc2ccc(Cl)c(Cl)c2)cc1 | 83* | 7 | 19 | 1 | 4 | 4 | -1.2 | -3 | 4 |
| C=C(C)CSc1nncn1/N=C/c1ccc(OC)cc1 | -1 | -1 | 26 | 0 | -2 | -25 | 5.5 | -1 | 0 |
| CC(NC(=O)COc1ccc(/C=N/NC(=O)C(=O)Nc2ccccc2Br)cc1)c1ccccc1 (centres undefined) | 57 | -2 | 14 | -2 | 0 | -7 | 2.2 | 3 | 5 |
| CN=C(NC1CCCCC1)c1ccc(Cl)cc1 | 2 | 1 | -36 | 6 | -1 | 6 | 1.4 | 1 | -5 |
| Cn1c(NCc2ccccc2)cc(=O)n(C)c1=O | 0 | 9 | 1 | 1 | 0 | -14 | -0.4 | -18 | 10 |
| Nc1nc(C(=O)N2CCOCC2)nn1C(=O)c1ccc(Cl)cc1 | 21 | 2 | -22 | -2 | -3 | -7 | -0.3 | 8 | 16 |
| O=C(c1ccco1)N1CCN(c2ccc(Cl)c(Cl)c2)CC1 | / | 8 | -1 | 1 | 5 | -35 | -0.2 | / | -7 |
| CN(CC(=O)Nc1ccncc1)S(=O)(=O)c1ccc(Br)cc1 | 24 | -2 | 4 | 0 | -4 | 13 | 0.4 | -10 | 5 |
| COc1ccc(O)c(C2=Nc3ccccc3N=C(c3ccco3)C2)c1 | 67 | -1 | -16 | 3 | -1 | -12 | 69* | -23 | 7 |
| COc1cc(=O)[nH]c(=O)n1CC(=O)c1ccccc1 | 17 | 6 | -37 | 2 | 0 | -2 | -1.1 | 2 | -14 |
| BrC(/C=N/N1CCN(Cc2ccccc2)CC1)=C/c1ccccc1 | 19 | -2 | -16 | / | 3 | -17 | 0.9 | -6 | -15 |
| Cc1ccccc1NC(=O)c1ccc(OCC(=O)Nc2ccccc2F)cc1 | 0 | 2 | 4 | -1 | -4 | -14 | 0.6 | -7 | -6 |
| CCOC(=O)CSc1nc(-c2ccccc2)nc2ccc(C)cc12 | 19 | 0 | 2 | 0 | -2 | 3 | 1.3 | -4 | 3 |
| CCOC(=O)C1(C)/C(=N/Nc2ccc(Cl)cc2)C(=O)C(=O)N1c1ccccc1 (centres undefined) | 62 | 2 | -10 | 0 | 1 | 7 | 0.0 | -67 | 12 |

Ordered by the number under NPY-Y1 PAM-ag (largest number first): 3 of the compounds above
structure	NPY-Y1 PAM-ag
C=C(C)CSc1nncn1/N=C/c1ccc(OC)cc1	26
CCOC(=O)CSc1nc(-c2ccccc2)nc2ccc(C)cc12	2
NS(=O)(=O)c1ccc(CCNC(=O)C(=O)NCC2OCCN2C(=O)c2ccc3c(c2)OCO3)cc1 (centres undefined)	0

Further results follow.
| smiles | CHOP inhibitor | BaF3 parental | NPY-Y1 PAM-ag | NPY Y1 blocker | Ba/F3 V617F tox | S1P4 antagonist | S1P4 agonist | p47phox inh | NPY2 pot ag |
| --- | --- | --- | --- | --- | --- | --- | --- | --- | --- |
| COc1ccc(-c2cc(C(F)(F)F)n3nc(C(=O)NCCCN4CCOCC4)cc3n2)cc1 | 24 | 11 | -10 | -7 | -1 | 6 | 0.3 | -2 | -11 |
| Cc1ccc(OCc2nnc(SCC(=O)Nc3ncc(C)s3)o2)cc1 | 19 | 0 | -2 | / | 0 | -11 | 0.7 | -18 | -3 |
| Cc1cc(C)nc(N/N=C/c2ccccc2OCc2cccc(Br)c2)n1 | -7 | 5 | -17 | 2 | 3 | -15 | 0.8 | -8 | 4 |
| COc1ccc(OC)c(C2C(C(=O)c3cc4ccccc4o3)=C(O)C(=O)N2c2cc(C)on2)c1 (centres undefined) | -6 | 1 | 9 | 15 | -6 | 6 | 1.2 | -22 | -9 |
| Cc1cc(Br)c(NC(=O)COC(=O)CSc2nnc(-c3ccc(Cl)cc3)o2)c(Br)c1 | 43 | 2 | -4 | 2 | -3 | 1 | -0.2 | -19 | -5 |
| CC(=O)N1c2c(ccc3ccccc23)C(C)CC12CCCCC2 (centres undefined) | -20 | 6 | 0 | 8 | 0 | -3 | -4.8 | -2 | 0 |
| CC(C)c1ccc(NC(=O)Cn2c(=O)oc3cccnc32)cc1 | -22 | 0 | -1 | / | 3 | -12 | 0.8 | 6 | -20 |
| CC1(C)CC(=O)C2=C(C1)Nc1ncnn1C2c1cccs1 (centres undefined) | -22 | 9 | 2 | 3 | 0 | -26 | 1.6 | -4 | -17 |
| O=C1N(Nc2ccccc2)C(c2ccc(Br)cc2)C12CCCC2 (centres undefined) | 94* | -1 | 21 | -3 | -2 | -32 | -0.3 | -9 | 16 |
| COc1cc(/C=N/NC(=O)C(=O)N2CCCC2)ccc1O | 14 | -1 | 14 | 0 | 1 | -10 | 1.2 | -8 | 2 |
| COc1cccc(CNC(=O)C(=O)NCC(c2ccco2)N2CCOCC2)c1 (centres undefined) | 15 | 7 | 23 | -1 | -1 | -1 | -1.8 | 0 | 6 |
| O=C(Nc1nnc(-c2ccncc2)o1)c1ccc(Br)s1 | -1 | 8 | -6 | 4 | 5 | -5 | 0.3 | -14 | -8 |
| COc1ccccc1N1CCN(C(c2cc3ccc(C)cc3[nH]c2=O)c2nnnn2C2CCCC2)CC1 (centres undefined) | 34 | 1 | 17 | -5 | -1 | -5 | 1.9 | -20 | 2 |
| O=C(NCc1ccc2c(c1)OCO2)C1COc2ccccc2O1 (centres undefined) | 6 | 5 | -27 | 3 | 1 | -14 | -1.3 | -20 | -9 |
| O=C(NC1CCCC1)C(c1ccncc1)N(Cc1cccs1)C(=O)c1csnn1 (centres undefined) | 10 | 6 | 5 | -1 | 0 | 5 | 1.9 | -17 | 0 |
| O=C(O)CCc1ccc(-c2cccs2)n1NC(=O)c1ccc(Cl)cc1 | 7 | 6 | 45 | 2 | -1 | 0 | -0.4 | -6 | -13 |
| CCOC(=O)CCSc1nc(C)cc(C(F)(F)F)c1C#N | 2 | 2 | -22 | 4 | -1 | -12 | 0.6 | -49 | -11 |
| COC(=O)c1ccc(-n2c(C)nc(=O)c(-c3ccccc3)c2C)cc1 | 5 | 7 | 13 | 1 | 4 | -11 | -1.2 | -7 | -16 |
| CC(C)c1c(O)cc(-c2ccncc2)n(-c2ccc(Cl)cc2)c1=O | -2 | 2 | -11 | 0 | 3 | -7 | 0.2 | -2 | 14 |
| O=C(COc1ccccc1)Nn1cnc2ccccc21 | -34 | 6 | 1 | 0 | 5 | -15 | 1.9 | -11 | 9 |
| COc1ccc(S(=O)(=O)Nc2ccc3c(c2)n(C)c(=O)n3C)cc1 | 7 | 2 | 3 | -1 | -2 | 2 | 1.4 | -14 | 9 |
| CSc1ccccc1NC(=O)CN(C)C(=O)c1cccc(S(=O)(=O)N(C)C)c1 | -5 | 7 | -7 | 11 | 2 | -1 | -0.7 | 2 | 6 |
| COc1ccc(C(=O)C2CCCN(Cc3cccn3-c3ccccn3)C2)cc1F (centres undefined) | 8 | 3 | 55* | 22* | -4 | -5 | -1.3 | 9 | 45* |
| Cc1ccccc1NC(=O)CN1C(=O)NC2(CCCCC2)C1=O | -18 | 2 | -11 | -3 | 0 | -2 | -2.1 | -3 | 0 |
| COc1ccc(/C=N/NC(=O)c2cc(=O)[nH]c3ccccc23)cc1OC | -3 | 39* | 4 | 10 | 3 | -3 | 0.8 | -10 | 6 |
| O=C(CCNS(=O)(=O)c1cccc2nonc12)NC1CCCCCC1 | -3 | 8 | -5 | -2 | 2 | -1 | 3.4 | 2 | -17 |
| c1ccc(C2=Nc3ccccc3NC(c3ccccc3)C2)cc1 (centres undefined) | 44 | 12 | 2 | 4 | 3 | 19 | 1.0 | -5 | -4 |
| CCC1=NC(c2ccccc2)N(O)C1(C)C (centres undefined) | -16 | 3 | -12 | 5 | 2 | -10 | -0.2 | -6 | -7 |
| Cc1cccc(N2CCN(C(=O)CN3CCOc4ccccc43)CC2C)c1 (centres undefined) | 34 | 4 | 14 | 6 | 2 | -6 | 3.0 | 2 | -8 |
| CCCn1nc(Oc2nc(NCC)nc(NCC)n2)ccc1=O | 12 | 2 | -3 | 2 | -2 | -13 | -0.1 | -4 | -2 |
| NC(=O)c1sc2nc3c(c(-c4cccnc4)c2c1N)CCC3 | 4 | 2 | 9 | 3 | 3 | -7 | 2.1 | 1 | 5 |
| NC(=S)N/N=C1\CC(c2ccc3c(c2)OCCCO3)Oc2ccc(F)cc21 (centres undefined) | 8 | 7 | -18 | / | -6 | 17 | -1.2 | -13 | -7 |
| O=C(/C=C/c1cccc([N+](=O)[O-])c1)NCCSCc1ccc(Cl)cc1 | 32 | 7 | -28 | 4 | 0 | -2 | -1.4 | -15 | -2 |
| CC(C)C(=O)N1CCC(c2nc(-c3ccc(S(=O)(=O)N4CCCC4)cc3)no2)CC1 | 6 | 3 | -7 | -6 | -2 | -21 | -0.9 | -6 | 0 |
| C=CCOC(=O)C(C#N)c1nc2ccccc2nc1N1CCN(c2ccccc2OCC)CC1 (centres undefined) | 11 | 8 | -2 | 8 | 3 | -16 | -1.1 | -11 | -16 |
| O=C(C1CCN(S(=O)(=O)N2CCC3(CC2)OCCO3)CC1)N1CCc2ccccc2C1 | -18 | 0 | 0 | 2 | -5 | -6 | 0.5 | -5 | 11 |
| OC(CC#CCN1CCCC1)(c1ccccc1)c1ccccc1 | 11 | 1 | 2 | / | -2 | -9 | 1.7 | -9 | -18 |
| O=C(N/N=C/c1cccs1)c1cc(-c2cccc3ccccc23)n[nH]1 | 14 | 0 | -22 | 3 | -1 | -10 | 4.0 | -49 | 5 |
| CCOC(=O)N1CCC(=NNS(=O)(=O)c2cccc([N+](=O)[O-])c2)CC1 | 49 | 4 | 6 | -2 | -1 | -10 | -2.8 | -6 | 17 |
| CCOC(=O)N1CCC(n2c(SCC(=O)N3CCC(C)CC3)nc3ccccc3c2=O)CC1 | 5 | 7 | -5 | 9 | 1 | -11 | -0.1 | -3 | -28 |
| CCN(CC)Cc1c(O)c(Cl)cc2c(C)c(C)c(=O)oc12 | 29 | 2 | 16 | -6 | -1 | -6 | 2.1 | -13 | -12 |
| O=C(CSc1nnc(CNC(=O)c2ccccc2F)o1)NCCc1ccccc1 | 23 | 5 | 0 | -2 | 2 | -9 | -1.2 | -14 | -7 |
| COc1ccc(N2CCN(C(=O)c3cc(=O)[nH]c4ccccc34)CC2)cc1 | 11 | 4 | -8 | 1 | -2 | 4 | -0.9 | -2 | 6 |
| O=C(CNC1CCCC1)Nc1cc(Cl)ccc1[N+](=O)[O-] | -12 | -1 | -8 | / | 1 | 2 | -1.3 | -5 | -8 |
